# Assay outcomes: PubChem, National Center for Advancing Translational Sciences (NCATS)
# TDP1 cell noCPT: qHTS for Inhibitors of human tyrosyl-DNA phosphodiesterase 1 (TDP1): qHTS in cells in absence of CPT | DT40 Tdp1-/- hTDP1 cells, no CPT, ATP luminescence, 48 h | Potency, µM (doses to about 46.2 µM), without a hit: at the top dose activity change, negative = growth inhibition, most hits filed as inhibitors | 15% of 420,000 active; active means well fitted inhibition curve with a large enough effect; inconclusive means small, poorly fitted or top-dose-only effect; further: nearly all actives have a fitted effect of over 55% in size
#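 Chicken DT40 Tdp1-/- cells stably complemented with human TDP1 were seeded at 400 cells/well with DMSO in place of 20 nM camptothecin. After compound pinning, cells grew at least 48 hr at 37 °C; viability read by CellTiter-Glo luminescence.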
# Numbers without * were called inactive; ? = inconclusive; [ ] = another dose, or the depositor's remark. On the % scale 0 is the no-effect control and ±100 the full control effect; potency means the concentration at half of the fitted maximal effect. Not all compounds are listed; rates above refer to the full screens.
SMILES,TDP1 cell noCPT
Cc1ccc(S(=O)(=O)N(C)C[C@@H]2Oc3ncc(Br)cc3C(=O)N([C@H](C)CO)C[C@H]2C)cc1,9.2µM*
COC1CC(C)C(OC)c2cc(O)cc(c2O)NC(=O)C(C)=CC=CC(C)C(OC(N)=O)C(C)=CC(C)C1OC (stereo not given),0.146µM*
CC(C)C[C@H]1CNC(=S)N1CC1CCN(CC2CCC(C(C)(C)C)CC2)CC1 (stereo not given in full),16.4µM*
COc1ccc(C2C3C=CC(C3)C2C(=O)O)cc1 (stereo not given),-8.0%
CC12CCC(=O)CC1CCC1C2C(=O)CC2(C)C1CCC2(C)O (stereo not given),3.6%
COc1ccc(Br)cc1CNCCc1ccc2c(c1)OCO2,?
CCC1CCC(C)N(N=O)C1 (stereo not given),-0.1%
CCCCn1nnnc1C(c1cccc(OC)c1OC)N1CCC2(CC1)C(=O)NCN2c1ccccc1 (stereo not given),?
O=C1NC[C@H](CCCCN2C[C@H](Cc3ccccc3)N(CC3CCCCC3)C(=O)C2=O)N(CCC2CCCCC2)C1=O,?
Cc1ccc(N=Cc2c(O)n(-c3ccc(C)cc3)c(=O)[nH]c2=O)cc1,-18.7%
O=C1NCN(c2ccccc2)C12CCN(C(c1nnnn1Cc1ccccc1)C1CC1)CC2 (stereo not given),20.6µM*
O=C1NCN(c2ccccc2)C12CCN(C(c1ccccc1OC(F)(F)F)c1nnnn1Cc1ccccc1)CC2 (stereo not given),-85.9%
O=C1NC(=O)C(=Cc2cccs2)C(=O)N1,16.4µM*
CNC1(c2ccc(F)cc2)CCCCC1,-12.4%
CN(Cc1cccc(-c2ccncc2)c1)C(=O)Oc1ccccc1Cc1ccccc1,16.4µM*
NC1(C(=O)O)CCCc2ccc(N(CCCl)CCCl)cc21 (stereo not given),2.31µM*
COC(=O)C1=C(c2ccccc2)C[C@@H]2CC[C@H]1N2C(=O)NCc1ccco1,-23.1%
CC(C)C[C@@H]1CN(CCCC[C@H]2CNC(=O)C(=O)N2CCC2CCCCC2)C(=O)C(=O)N1CCC1CCCCC1,-24.0%
CC1(C)NC(=S)C(C)(C)N1N=O,-2.0%
O=C1OCCC1C(=O)c1ccccc1 (stereo not given),-13.0%

# The list goes on; the last 4 above are carried over.
SMILES,TDP1 cell noCPT
COC(=O)C1=C(c2ccccc2)C[C@@H]2CC[C@H]1N2C(=O)NCc1ccco1,-23.1%
CC(C)C[C@@H]1CN(CCCC[C@H]2CNC(=O)C(=O)N2CCC2CCCCC2)C(=O)C(=O)N1CCC1CCCCC1,-24.0%
CC1(C)NC(=S)C(C)(C)N1N=O,-2.0%
O=C1OCCC1C(=O)c1ccccc1 (stereo not given),-13.0%
Oc1ccc(CCNCc2cc3c(cc2Br)OCO3)cc1,29.1µM*
CC1CC=CCC12C(=O)NC(=S)NC2=O (stereo not given),0.8%
COc1ccc(CN2Cc3cnnn3-c3ccccc3C2C)cc1 (stereo not given),16.4µM*
O=C1C(Br)C2CCC1C2C(=O)O (stereo not given),-0.3%
C(=NC1CCCCC1)c1c[nH]c2ccccc12,2.6%
O=C(O)C1(Br)CC12c1ccccc1-c1ccccc12 (stereo not given),2.6%
Cc1ccccc1-c1ccc2c(c1)C1c3c(-c4ccccc4)nnn3-c3ccccc3C(=O)N1CC2 (stereo not given),29.1µM*
O=C(CCc1ccccc1)N1Cc2cc(-c3cccc(F)c3)ccc2-n2nncc2C1,?
COC(=O)c1c2[n+](cc3cc(OC)c(OC)cc13)CCc1cc(OC)c(OC)cc1-2,20.6µM*
Cc1ccnc(NC(=O)CCCc2ccc(N(CCCl)CCCl)cc2)n1,0.581µM*
O=c1[nH]c2ccccc2n1C1CCN(C(c2ccnc3ccccc23)c2nnnn2-c2ccc3c(c2)OCCO3)CC1 (stereo not given),9.2µM*
CC(C)C[C@H]1COc2cc(N3CCN(C)CC3)ccc2S(=O)(=O)N1,?
S=P1(Oc2ccccc2)Nc2ccccc2N1,-13.1%
COC(=O)CN(CCCl)P1(=O)OCCCN1CCCl (stereo not given),-9.4%
CCOC(=O)[C@]12Cc3ccccc3[C@H]1N(CCC(=O)OC)C(=O)c1ccccc12,16.4µM*
O=c1[nH]c2ccccc2n1C1CCN(C(c2ccccc2OC(F)(F)F)c2nnnn2Cc2ccccc2)CC1 (stereo not given),10.3µM*
COc1nc2ccccc2nc1N1CC1,1.64µM*
COC(=O)C1=C(c2cc3ccccc3o2)C[C@@H]2CC[C@H]1N2C(=O)N1CCCC1,16.4µM*
O=C(CCC1CCN(Cc2ccccc2)CC1)c1ccc2c(c1)NCCCC2,11.9µM*
CC1([N+](=O)[O-])COP(=O)(NC2CCCC2)OC1 (stereo not given),-1.3%
Cc1cc(N(CCCl)CCCl)ccc1/C=N/N=C(\N)c1cnccn1,11.6µM*
CCc1cc(OC)c(C[C@@H](C)N)cc1OC,?
O=C(CCN1CC1)OCCOC(=O)CCN1CC1,4.61µM*
O=C1C(=Cc2cn(-c3ccccc3)nc2-c2ccc(OCc3ccc(Cl)cc3)cc2)SC(=S)N1CCS(=O)(=O)O,?
CC1CN1P(=O)(Oc1ccccc1)N1CC1C (stereo not given),-11.2%
COc1ccc2[nH]cc(C(=O)CN(C)C)c2c1,-21.1%
C#C[C@]1(O)CCC2C3CC=C4C[C@H](O)CC[C@]4(C)C3CC[C@@]21C (stereo not given in full),?
O=C1NC(=O)C2(CCCC2)C(=O)N1,-5.0%
C[C@]12CCC3C(CC[C@@H]4[C@H]5O[C@H]5CC[C@]34C)C1CC[C@@H]2O (stereo not given in full),-25.7%
CCc1ccc2c(c1)Sc1ccccc1CC2N1CCN(C)CC1 (stereo not given),18.4µM*
Cc1ccc([C@H]2N[C@]3(CCCN(Cc4ccc(C(F)(F)F)cc4)C3=O)[C@H]3C(=O)N(Cc4ccccc4)C(=O)[C@@H]23)cc1,?
CN1C(=O)C2C[C@@]3(Br)c4ccccc4N(OOSc4ccccc4)[C@H]3N2C(=O)[C@@H]1Cc1ccccc1 (stereo not given in full),?
Oc1ccc(CCN2CCCCC2)cc1,0.5%
CC(C)C1C(C#N)=C(N)Oc2c1c(=O)oc1ccccc21 (stereo not given),-14.2%
Cc1nc(-c2cccc(CN(C)C(=O)Oc3ccc([N+](=O)[O-])cc3)c2)no1,16.4µM*
O=C(NN=Cc1ccc(N(CCCl)CCCl)cc1Cl)c1cccnc1,23.1µM*
CCOC1=C2[C@@H](CN(S(=O)(=O)c3ccccc3C)[C@H]2c2ccc(Cl)cc2)[C@H]2C(=O)NC(=O)[C@H]2C1,?
c1cc2c(cc1NC1=NCCO1)CCCC2,?
CCNC1(c2cccs2)CCCCC1=O (stereo not given),-16.5%[21.1 µM]
Cc1nc2ccccc2c(=O)n1/N=C/c1cc(Br)cc(Br)c1O,?

# 4 compounds already listed, sorted by count of non-hydrogen atoms, ascending:
SMILES,TDP1 cell noCPT
CC1CN1P(=O)(Oc1ccccc1)N1CC1C (stereo not given),-11.2%
C#C[C@]1(O)CCC2C3CC=C4C[C@H](O)CC[C@]4(C)C3CC[C@@]21C (stereo not given in full),?
CCc1ccc2c(c1)Sc1ccccc1CC2N1CCN(C)CC1 (stereo not given),18.4µM*
Cc1cc(N(CCCl)CCCl)ccc1/C=N/N=C(\N)c1cnccn1,11.6µM*

# Later entries:
SMILES,TDP1 cell noCPT
CCOC(=O)[C@]12Cc3cc(Cl)ccc3[C@H]1N(CC(=O)OC)C(=O)c1ccccc12,4.11µM*
CN(C)CC(C(=O)Cc1ccccc1)c1ccccc1 (stereo not given),0.651µM*
C=CC12CN(C)[C@@H]3C4CO[C@H](C[C@H]41)[C@]1(C(=O)Nc4ccccc41)[C@@H]32 (stereo not given in full),-0.2%
CCOC(=O)C1(c2ccccc2)CCN(CCC(=O)Nc2ccc(OC)cc2)CC1,?
Cc1ccc(/C=N/n2c(-c3ccccc3)csc2=S)cc1,?
c1ccc(CCc2ccc3n2Cc2cnnn2-c2ccccc2-3)cc1,?
O=c1[nH]c2ccccc2n1C1CCN(C(CCc2ccccc2)c2nnnn2C2CCCC2)CC1 (stereo not given),16.4µM*
N[C@H](C(=O)O)[C@@H]1CC(Cl)=NO1,2.11µM*
CCOC(=O)CNC(=O)N1Cc2cc(-c3cccc(F)c3)ccc2-n2nncc2C1,-12.2%
CN1C2CCC1CC(OC(=O)c1cccc(O)c1)C2 (stereo not given),-6.3%
COc1ccc2c(c1)C(NC(C)=O)CCc1cc(OC)c(OC)c(OC)c1-2 (stereo not given),0.0184µM*
O=C(NCCc1ccccc1)[C@@H]1CC=C[C@@H]2CCN(Cc3ccc(Cl)c(Cl)c3)C(=O)[C@@H]21,10.3µM*
O=S1(=O)NCC2(CC2)CN1Cc1ccccc1,-14.0%
CSCCC(c1nnnn1-c1c(C)cccc1C)N1CCC2(CC1)C(=O)NCN2c1ccccc1 (stereo not given),?
ClCCN(CCCl)c1ccc(C=Cc2ccncn2)cc1,9.2µM*
NP(=O)(OCC(F)(F)F)Oc1ccccc1 (stereo not given),-4.6%
COc1ccc(OC)c(C[C@H](C)N)c1,-27.0%[92.5 µM]
C1=NCCc2c1[nH]c1ccccc21,?
COc1ccc(OC)c(CC(C)N)c1 (stereo not given),-15.7%[92.5 µM]
Cc1ccc(OC(=O)N(C)C[C@@H]2OCc3cnnn3CCCC(=O)N([C@@H](C)CO)C[C@H]2C)cc1,-1.2%
CC1=C(C)CC2(C(=O)NC(=O)NC2=O)C(C)C1 (stereo not given),-0.2%
COC(=O)C1=C(c2cc3ccccc3s2)C[C@@H]2CC[C@H]1N2C(=O)NCCNC(C)=O,-13.3%
C[N+](C)(C)CC1CCCC1=O (stereo not given),-13.7%
CC(=O)N1Cc2cnnn2-c2ccccc2C1C#N (stereo not given),4.4%
COc1ccc(CCN)cc1S(N)(=O)=O,0.3%
CC(=O)OCC1=C(C(=O)O)N2C(=O)[C@@H](N)[C@H]2SC1,-1.9%[21.1 µM]
O=C1C=C(N2CC2)c2ccccc2C1=O,?
O=C(NCc1cccnc1)c1ccc(-c2ccc(F)c(F)c2)c2ccoc12,4.61µM*
COc1cc(C2c3cc4c(cc3C(O)C3COC(=O)C23)OCO4)cc(OC)c1OC (stereo not given),0.0731µM*
CC12CCC3c4ccc(O)c([N+](=O)[O-])c4CCC3C1CCC2=O (stereo not given),?
Cc1cccc(C(C)c2cnc[nH]2)c1C (stereo not given),?
Cc1ccc2c(c1)Oc1ccccc1N=C2,?
c1ccc2c(c1)CN(Cc1ccc3c(c1)OCO3)Cc1cnnn1-2,10.3µM*
CN(C)CCCCCCN(C)C (tested in a mixture with another compound),2.8%
CCOC(=O)C1(C)CCN1C(=O)c1cc(OC)c(OC)c(OC)c1 (stereo not given),?
CC(=O)N1Cc2cnnn2-c2ccccc2C1(C)C#N (stereo not given),19.9%
COc1ccc(C(c2nnnn2Cc2ccccc2)N2CCC(n3c(=O)[nH]c4ccccc43)CC2)cc1 (stereo not given),16.4µM*
O=C(CCc1ccccc1)N1Cc2cc(N3CCCCC3)ccc2-n2nncc2C1,?
O=NN(CCF)C(=O)NC1CCC(=O)NC1=O (stereo not given),-19.0%
CCOC(=O)[C@]12Cc3c(cc(OC)c(OC)c3OC)[C@H]1N(C)C(=O)c1ccccc12,20.6µM*
CCC1(CCO)C(=O)NC(=S)NC1=O,-4.9%
CC1(C)CC(=O)CC(C)(C)N1O,2.1%
CC(C)CC1(CCc2ccccc2)C(=O)NC(=O)NC1=O,-8.4%
CC1CCCN1CCC(C(N)=O)(c1ccccc1)c1ccccc1 (stereo not given),-4.4%
COc1cccc(C(c2nnnn2C(C)(C)C)N2CCC3(CC2)C(=O)NCN3c2ccccc2)c1OC (stereo not given),?
O=C1C(=O)N(c2ccccc2)P(=O)(N(CCCl)CCCl)N1c1ccccc1,-0.8%
CN=C1CN=C(c2ccc[nH]2)c2cc(Cl)ccc2N1,0.112µM*
Cc1nc2cc([N+](=O)[O-])ccc2c(=O)n1-c1cccc(Br)c1,18.4µM*
O=C(CN1CCN(S(=O)(=O)c2cc(Br)ccc2Br)CC1)NCc1ccccc1Cl,?
N#C/C(=C\c1ccc(O)cc1)C(=O)O (tested in a mixture with another compound),?
COc1ccc(C=C2C(=O)NC(=S)NC2=O)cc1,?
CN1C(=O)CN=C(c2ccc[nH]2)c2cc(Cl)ccc21 (tested in a mixture with another compound),1.3µM*
CCOC(=O)CNC(=O)N1Cc2ccc(Br)cc2-n2nncc2C1,-26.4%
COc1ccc(-n2nnnc2C(c2cccc3ccccc23)N2CCC(n3c(=O)[nH]c4ccccc43)CC2)cc1 (stereo not given),16.4µM*
C[C@H]1[C@@H](OS(=O)(=O)O)C[C@@H]2C[C@H]([C@@H](O)c3cc(=O)[nH]c(=O)[nH]3)NC3=NC[C@H]1N32,3.66µM*
Cc1ccc(-[n+]2c(Cc3nn(-c4ccccc4)c(C)[n+]3-c3ccc(C)cc3)nn(-c3ccccc3)c2C)cc1,5.4%
COc1ccc(NC(=O)C2Cc3c(-c4cccc(C(C)=O)c4)ccnc3O2)cc1OC (stereo not given),4.11µM*
Cc1ccc(OC(=O)N(C)C[C@H]2OCc3cnnn3CCCC(=O)N([C@@H](C)CO)C[C@H]2C)cc1,?

# Compounds listed so far with a tert-butyl group (2):
SMILES,TDP1 cell noCPT
CC(C)C[C@H]1CNC(=S)N1CC1CCN(CC2CCC(C(C)(C)C)CC2)CC1 (stereo not given in full),16.4µM*
COc1cccc(C(c2nnnn2C(C)(C)C)N2CCC3(CC2)C(=O)NCN3c2ccccc2)c1OC (stereo not given),?
